# Screens deposited in PubChem BioAssay by several laboratories.
# Hep lipid drop = inhibitors of hepatocyte lipid droplet formation, primary screen, imaging, high-throughput imaging, BODIPY stain; 0.4% of 240,000 active; AML12 mouse hepatocytes, oleate lipid droplets; inhibition, % at 6.5 µM;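 active = lipid droplet intensity inhibited by at least 50%, with more than 500 cells counted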
#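 material = mouse AML12 hepatocyte cell line, fixed after treatment | also added = 100 µM oleic acid challenge | doses = compound at 6.5 µM only | schedule = overnight exposure | technique = Image-based BODIPY and DAPI two-channel analysis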
# T cell modulator = modulators of CD8 T cell-vesicle binding, primary screen, mouse 2C CD8+ T cells, flow cytometry; 2C CD8+ T cell-vesicle binding; hits give low values; calls only at 7 µM; 0.068% of 330,000 active;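 active = response, share of CD8 T cells binding vesicles, and their 90th percentile fluorescence all below set limits, cut at about 80% in these data, passing the limit was not always enough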
#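 Assay system – 2C mouse CD8+ T cells · Also added – QL9-loaded Drosophila micro-vesicles · Timing – Cell–vesicle co-incubation 1.5 h at 37 °C, staining 20 min on ice · Signal – flow cytometry of vesicle-bound cells · Measure – percent CD8+ FL2 mean versus row control · Controls – Peptide-free naked vesicles (low) and QL9 vesicles with 0.7% DMSO vehicle (high)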
# CSM14.1 death rescue = rescue of cells from ER stress-induced death, primary screen, 384-well, CSM14.1, thapsigargin, ATP luminescence (AID 1222). 190,000 tested, under 10 active. CSM14.1 thapsigargin-induced death rescue, ATP luminescence; higher % means a stronger effect. one-dose cellular ATP content (survival), % at 20 µM; EC50 in µM for titrated hits;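 active = EC50 below 50 µM in the dose-response confirmation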;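 also: death triggered by thapsigargin at about 15 µM added after 2 h compound pretreatment; cell ATP read after overnight thapsigargin exposure of roughly 18 to 22 hours; normalized against plate controls of thapsigargin alone and 5% DMSO vehicle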
# b-catenin transl = modulators of beta-catenin nuclear translocation, primary screen, imaging, HeLa cells, immunofluorescence, high-content | nuclear translocation activity, % at 5 µM | 0.3% of 190,000 active | AID 1665, 2009;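 active = nuclear translocation activity above 50% at 5 µM, with a well cell count of 50 or more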;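 also: per-cell ratio of nuclear to cytoplasmic median beta-catenin stain intensity; plate controls were DMSO negative control for no effect and GSK-3 inhibitor IX positive control for full effect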
#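 Test system: HeLa cells, endogenous beta-catenin; Compound: single 5 µM dose plus 0.02–20 µM confirmation series; Times: compound exposure 24 h at 37°C; Signal: fluorescence imaging of beta-catenin antibody stain plus DAPI; Read-out: % activation, nuclear-to-cytoplasmic median beta-catenin signal ratio per cell.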
# Autophagy mod = autophagy modulators in MEF cells, primary screen, imaging, high-content, MEF GFP-LC3. MEF GFP-LC3 puncta imaging; test concentration mostly 10 µM. calls only at 10 µM (by protocol). 0.98% of 190,000 active. AID 463193, 2010;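 active = percentage of spot-positive cells more than 3 SD above its plate mean, without a fluorescence outlier flag or 80% toxicity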;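 also: spot-positive cell cutoff set from DMSO-treated cells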
# Insulin prom up = insulin promoter activators in MIN6 cells, imaging, high-content screening, mouse beta cells; MIN6 insulin promoter-GFP reporter; hits give high values; z-score at 5 µM; 0.3% of 190,000 active;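 active = z-score above 3 at 5 µM with at least 500 cells counted in the well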
# Dynein cargo inh = inhibitors of GR-EGFP nuclear translocation, primary screen, dynein cargo transport inhibitor project, imaging, high-content, 3617.4 mouse cells; test concentration mostly 20 µM; stimulated with dexamethasone, 1 µM; hits give low values; z-score, hits read low; 0.47% of 220,000 active; AID 1381, 2008;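 active = plate z-score of nuclear minus cytoplasmic receptor signal below a set negative limit, without overly bright fluorescence or cell loss, cut at about -3.5 in these data, passing the limit was not always enough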;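 also: z-score of nuclear minus cytoplasmic ring GR-EGFP intensity difference per well; some compounds called inactive have numbers as strong as hits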
#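 Buffer or medium: tet-free, stripped-serum medium; reagent: dexamethasone at 1.0 µM final, 30 min; incubation: 48 h induction, 1 h compound, 30 min dex at 37 °C; measured by: formaldehyde fixation, Hoechst nuclear stain, 10x automated fluorescence imaging; read-out: nuclear-to-cytoplasmic GR-EGFP distribution per well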
# MT stabilize HCS = microtubule stabilizers in HeLa cells, primary screen, imaging, high-content imaging | HeLa tubulin immunostaining HCS, 24 h; share of cells brighter than vehicle mean+2SD | % tubulin-high responders, % at 10 µM | 0.83% of 200,000 active | AID 2205, 2009;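 active = plate Z-score above 3 for both tubulin-high and condensed-nucleus cell shares, with cell loss under 80%, at 10 µM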;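 also: anti alpha tubulin signal scored within the nucleus-defined area of each cell; some results filed as inactive read as strong as hits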
# Salmonella PhoP GFP = inhibitors of PhoP regulon expression, primary screen, Salmonella Typhimurium, GFP reporter (AID 1863). S. Typhimurium PhoP-regulated promoter GFP reporter, 4 h; higher % means a stronger effect. inhibition, % at 50 µM, or IC50 in µM where a hit was titrated. 0.16% of 300,000 active;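 active = inhibition over 29.93%, a cutoff 3 SD above the screen mean, later confirmed by dose response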;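 also: 0% = low Mg2+ inducing control and 100% = high Mg2+ repressing control; strong numbers were not always called active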
# Dynein cargo inh cytoplasmic EGFP = recorded beside Dynein cargo inh, whose call it bears; z-score; measured here: cytoplasmic GR-EGFP intensity; hits give high values
# Dynein cargo inh nuclear GR-EGFP = recorded beside Dynein cargo inh, whose call it bears; z-score; measured here: nuclear GR-EGFP intensity;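 lower value marks the stronger effect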
# Dynein cargo inh cell count = also measured in Dynein cargo inh; calls as there; z-score; measured here: cell count per field
# Insulin prom up cell count = recorded beside Insulin prom up, whose call it bears; cell count; measured here: cytotoxicity, nuclei count;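 total cells summed across four imaged fields per well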
# Hep lipid drop cells 6.5 µM = recorded beside Hep lipid drop, whose call it bears; cell count; measured here: cell count, cytotoxicity flag;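 cells counted across two imaged fields per well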
# b-catenin transl cell count 5 µM = also measured in b-catenin transl; calls as there; cell count; measured here: cell count, cytotoxicity flag
# T cell modulator vesicle-bound % = also measured in T cell modulator; calls as there; double positive events, %; measured here: CD8+ vesicle-bound cell fraction;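 binding gate set so that unloaded-vesicle control wells show 10% double positive cells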
# MT stabilize HCS Hoechst-high % = second read-out of MT stabilize HCS, no call of its own (marks repeat the call); % Hoechst-high responders; measured here: nuclear condensation Hoechst responders;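 share of cells brighter than vehicle mean plus two SD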
# MT stabilize HCS cytotoxicity % = recorded beside MT stabilize HCS, whose call it bears; toxicity, %; measured here: cytotoxicity by cell density;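 0% = mean cell density of plate MIN control wells and 100% = no cells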
# Autophagy mod cell loss 18 h = further read-out of Autophagy mod, marked with its call; toxicity, %; measured here: cell loss, nuclei count;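 cell loss after 18 h compound exposure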
# Active calls of the source: *; i = inactive; nt = not tested or not shown; + = active, no number.
SMILES,Hep lipid drop,Hep lipid drop cells 6.5 µM,T cell modulator,T cell modulator vesicle-bound %,CSM14.1 death rescue,b-catenin transl,b-catenin transl cell count 5 µM,Autophagy mod,Autophagy mod cell loss 18 h,Insulin prom up,Insulin prom up cell count,Dynein cargo inh,Dynein cargo inh cytoplasmic EGFP,Dynein cargo inh nuclear GR-EGFP,Dynein cargo inh cell count,MT stabilize HCS,MT stabilize HCS Hoechst-high %,MT stabilize HCS cytotoxicity %,Salmonella PhoP GFP
CN1CCN(CCCNC(=O)Cn2nc(-c3ccccc3)ccc2=O)CC1,-9,743,i,22,-1.2%,nt,nt,i,3,0.22,1236,0.27,-0.16,0.33,0.56,2.3,3.1,18,13%
O=C(CCn1nnc(-c2cccs2)n1)N1CCc2ccccc2C1,2,789,i,28,-2.5%,-0.2,1034,i,-13,nt,nt,2.8,-0.14,1.4,-1.4,6.7,3.5,11,19%
COCC(C)NCc1cccc(C)c1 (stereo unspecified),nt,nt,i,60,2.9%,1.7,1369,i,1,-0.33,1556,0.94,-0.094,0.93,-0.79,3.6,2.8,0.2,-13%
O=S(=O)(NCC(c1cccnc1)N1CCN(c2ccccc2F)CC1)c1cccs1 (stereo unspecified),-2,643,i,38,1.3%,-4.2,1200,i,5,2.6,2025,0.26,-0.2,0.31,0.047,4.2,2.4,2.0,-5%
CCOc1ccccc1CNC(=O)C1CCN(c2nc3ccccc3o2)CC1,nt,nt,i,26,-1.5%,-1.1,1459,i,15,1.6,1219,0.5,-0.39,-0.13,1.4,4.3,1.5,0.9,-7%
COc1ccc(CCNC(=S)Nc2ccccc2)cc1,-2,692,i,10,nt,0.3,1270,nt,nt,-0.4,1236,1.4,-0.22,0.51,-0.61,nt,nt,nt,-11%
O=C(N/N=C/c1ccc(OC(F)F)cc1)c1cccc(S(=O)(=O)N2CCOCC2)c1,3,689,i,60,0.8%,-2.3,1079,i,-14,nt,nt,0.91,-0.38,-0.14,-0.64,3.9,1.8,9.5,-4%
CN(C)S(=O)(=O)N1CCC(Cc2ccccc2)CC1,-9,715,i,19,2.0%,0.2,1105,i,-3,0.33,1104,0.28,-0.18,0.41,0.069,3.6,1.3,3.4,0%
CN1CCNC(=O)C1CC(=O)N1CC=C(c2ccc(F)cc2)CC1 (stereo unspecified),-5,740,i,38,-0.3%,0.9,805,i,19,1,1431,-0.47,-0.31,-0.15,0.72,3.7,3.2,2.1,-5%
O=C(NCCCN1CCN(CCCNC(=O)c2cccc(Cl)c2)CC1)c1cccc(Cl)c1,6,611,i,46,1.9%,-4.2,509,i,4,-0.21,1300,-0.47,-0.25,-0.22,-0.31,2.1,3.2,6.0,-11%
CC(C)c1cc(C(=O)N2CCCC(CCC(=O)NCc3ccccc3F)C2)n(C)n1 (stereo unspecified),51*,752*,i,51,2.4%,0.7,1592,i,18,-0.61,1363,1,-0.32,0.092,-0.42,3.0,1.5,8.3,2%
Cc1ccc(N2CC(C(=O)Nc3nnc(C)s3)CC2=O)cc1 (stereo unspecified),-2,621,i,5,-2.8%,-0.3,1061,i,-2,nt,nt,-0.33,-0.15,-0.25,-0.045,1.1,2.8,6.9,-3%
COc1ccccc1-c1nc(SC)n[nH]1,0,668,i,61,-0.2%,0.2,1055,i,15,0.68,1620,-0.75,-0.26,-0.38,0.89,2.9,1.5,6.4,5%
CC(=O)NC1=NC(=O)/C(=C/N2CCOCC2)S1,1,744,i,30,-2.3%,-0.8,1115,i,8,-0.93,923,-0.81,-0.28,-0.27,0.76,4.9,3.0,8.0,-4%
O=C(Cn1c(=O)oc2ccccc21)N(Cc1ccccc1)C1CCS(=O)(=O)C1 (stereo unspecified),nt,nt,i,42,-0.3%,0.4,1057,i,-18,-1,965,0.29,-0.18,0.29,-0.38,1.7,1.5,9.5,-5%
O=C(COC(=O)c1ccc(O)cc1O)NCCN1C(=O)CSC1=O,-9,691,i,8,nt,0.6,1273,nt,nt,0.4,983,0.94,-0.18,1.4,-1,nt,nt,nt,10%
CC(C)NC(=S)N1CCN(S(C)(=O)=O)CC1,-2,645,i,51,-2.4%,-0.3,1012,i,-7,0.57,1396,1.1,-0.13,0.5,-1,2.8,2.7,1.6,-9%
COC(=O)NCCOc1nc(N(C)C)nc(N(C)C)n1,nt,nt,i,46,0.1%,-1.4,1382,i,1,0.28,1501,3.4,-0.0043,2.5,-1.8,2.4,2.6,7.9,-1%
Nc1ccc(C(=O)OCC(=O)c2cccc([N+](=O)[O-])c2)cc1,-24,698,i,55,1.2%,-0.1,1554,i,1,0.44,1324,0.092,-0.022,0.77,-0.86,1.9,2.0,2.0,-1%
Cc1ccc(CC(=O)NCc2ccc3c(c2)OCO3)cc1,-4,748,i,45,1.6%,-6.6,1214,i,-8,-0.34,1266,-0.96,0.11,-0.16,0.92,1.3,1.1,5.0,1%
CCCn1c(/N=C/c2cc(OC)ccc2O)nc2ccccc21,nt,nt,i,36,-3.7%,-0.3,1123,i,11,0.23,1231,0.39,-0.2,0.41,-0.2,2.9,1.8,0.4,8%
Cc1ccc(S(=O)(=O)CCC(=O)OCC(=O)N2CC(=O)Nc3ccccc32)cc1,nt,nt,i,25,-0.3%,0.1,1111,i,3,-0.98,946,0.37,-0.26,0.71,-0.63,5.5,3.6,4.7,-5%
CCn1c(Cc2ccccc2)nnc1SCC(=O)Nc1ccccc1O,4,679,i,49,-0.3%,-9.7,1111,i,5,0.23,1589,0.7,-0.27,1.1,-0.92,2.5,3.1,8.0,0%
Nc1c(-c2ccccc2)cnn1-c1cccc(C(F)(F)F)c1,7,709,i,28,-2.9%,2.5,1035,i,8,0.55,1750,0.54,-0.19,0.15,-0.9,2.6,2.5,4.4,-11%
COc1ccc(-c2nnc(SCC(=O)NCCc3ccccc3)o2)cc1,-4,673,i,53,-1.9%,0.9,1138,i,-2,nt,nt,-0.091,-0.11,-0.034,-0.18,3.4,2.1,6.9,6%
CCCCOc1ccccc1NC(=O)Cn1c(-c2nonc2N)nc2ccccc21,-142,320,i,40,nt,0.5,1085,+,52*,-0.8,917,-0.25,-0.19,0.078,0.29,27*,61*,60*,2%
C[C@H](NC(=O)c1nc[nH]c1C(=O)NCc1ccc(CNC(=O)OC(C)(C)C)cc1)C(=O)OC(C)(C)C,-24,657,i,13,4.1%,-2.9,1207,i,-7,-0.89,1261,0.12,-0.27,0.37,-0.35,4.9,1.5,11,-6%
Cn1c(=O)n(CC(N)=O)c2ccccc21,10,754,i,21,3.4%,-2.9,1203,i,-2,0.52,913,-0.63,-0.29,-0.92,0.11,4.5,2.2,3.3,-3%
Nc1c([N+](=O)[O-])c(=O)sc2ccccc12,31,742,i,56,3.3%,-1.9,1038,i,5,-0.84,1285,-0.18,-0.26,-0.22,0.42,3.8,1.6,11,1%
CCCCN(C)CCCNC(=O)CCn1nc(-c2ccccc2)ccc1=O,nt,nt,i,46,0.3%,-3.1,1424,i,6,-0.12,1474,1.2,-0.26,0.28,0.17,4.4,1.3,3.1,-11%
Cc1cc(C(F)(F)F)c(C#N)c(SCC(=O)Nc2nc3cc(Br)ccc3s2)n1,2,640,i,47,-3.8%,0.5,960,+,-3.9*,nt,nt,0.51,0.73,1.1,-1.5,6.4,3.0,7.1,-67%
Cc1nc(CN(C)C(=O)c2cc(COc3c(F)cccc3F)on2)cs1,8,688,i,15,0.6%,0.2,1057,i,9,-0.06,1501,0.094,-0.26,0.48,-0.0029,1.5,1.6,12,nt

# This is a random part of the collection; any-hit rate near 3%.
